High-throughput results deposited in PubChem BioAssay by NCI.
NCI-60 one-dose screen, 48 h, at 10 µM unless noted. Numbers give growth in % (100 = growth as untreated, 0 = no growth, -100 = all killed).
HL-60(TB) – HL-60(TB) leukemia cells; 78,000 compounds, 9% hits; AID 1794776; active means growth percent below 10
* marks the source's active call; other numbers are inactive results. Only part of the results is shown; rates above refer to the full screens.

SMILES | HL-60(TB)
COc1ccc(N=Nc2c(N)nn3c(-c4cc5ccccc5oc4=O)ccnc23)cc1 | 74
C=C1CCC2C3(C)COC(c4ccc(NC(C)=O)cc4)OC3CCC2(C)C1C/C=C1/C(=O)OCC1O (configuration not stated) | 33
O=C(NNC(=O)c1cccc2ccccc12)c1cccc(Cl)c1 | 102
C=CCCCC(=O)CCC(=O)OCC1O[C@@H](O[C@@H]2C(O)[C@@H](OC(C)=O)C(C)O[C@H]2O[C@H](CC=C)CCCCC)C(O)[C@@H](OC(=O)/C(C)=C/C)[C@@H]1OC(=O)/C=C/c1ccccc1 (some centres not stated) | 8.4*
Cc1nn(-c2ccccc2)c2c1[C@@H](C)[C@H]1CC3(CC4(C)C[C@@H]3C1(C)c1c(C)nn(-c3ccccc3)c1N4C)N2C (some centres not stated) | 20
COc1ccc(C(=O)/C=C/c2ccc(Oc3ccc(Cl)cc3)cc2)cc1OC | 93
C=CCOC(C(=O)OCCN(CC)CC)(c1ccccc1)c1ccccc1 | 97
Cc1nn(-c2ccc(Cl)cc2)c2c1C(c1ccc(Cl)cc1)C(C#N)=C(N)O2 (configuration not stated) | 112
COc1ccc(C=C2C(=O)NC(=S)NC2=O)cc1OC | 104
CC(C)n1c(O)c(N=NC(=O)c2ccc(S(N)(=O)=O)cc2)c2ccccc21 | 104
Cc1cc(C)c2c(N)c(-c3nc4ccc(Cl)cc4o3)sc2n1 | 100
N=c1scc(-c2ccccc2)n1CC(=O)N1CCN(c2ccccc2)CC1 | 99
Nc1nc2c(C(=O)c3ccco3)nnn2c2cccc(Cl)c12 | 94
CCN(CC)CC(C)Nc1ccc(C)c2sc3ccccc3c(=O)c12 (configuration not stated) | 51
Nc1ccc2ncc3c(=O)[nH][nH]c3c2c1 | 105
CN(C)c1ccc(C(=O)/C=C/c2ccc([N+](=O)[O-])cc2)cc1 | 106
O=C(Nc1ccc(Oc2ccccc2)cc1)Nc1ccc2c(ccn2C(=O)c2cccc(F)c2)c1 | 93
Clc1ccc(-c2nc(Nc3ccccc3)c3cc(Br)cc(Br)c3n2)cc1 | 100
O=C(O)CCCc1ccc(Cl)cc1 | 97
COC(=O)C1=NN(c2ccccc2)C2C3N(c4ccccc4)N=C(C(=O)OC)N3c3[nH]c(-c4ccccc4)cc3N12 (configuration not stated) | 269
CC(C)(C)NC/C(=C\c1ccccc1)C(=O)c1ccccc1 | 2.0*
Nc1c(C(=O)Nc2cccc(Br)c2)sc2nc3c(cc12)C(O)CCC3 (configuration not stated) | -2.4*
CCN(/C=C1\CC2C3CC=C4CC(O)CCC4(C)C3CCC2(C)C1=O)CC (configuration not stated) | 99
O=Cc1c[nH]c2ccc(NC(=O)OCc3ccccc3)cc12 | 200
Cc1c(C(=O)NCCC(=O)NO)sc2ncnc(Nc3ccc(NC(=O)Nc4ccccc4)cc3)c12 | 104
The results go on.
SMILES | HL-60(TB)
O=C1c2ccccc2C(=Cc2cccnc2)c2ccccc21 | 103
Cc1ccc(C2=N[C@@H](C)C(=O)c3c(nc4ccccn34)N2)cc1 | 88
CCOC(=O)CC(O)(c1ccccc1)c1ccccc1 | 63
COC(=O)C1=C(C(C)=O)C(c2cccc(Cl)c2)c2c(nc(C)[nH]c2=O)O1 (configuration not stated) | 108
Cc1ccccc1C(=O)Oc1ccc(Cl)cc1 | 98
O=C(NC(=S)Nc1ccc(-c2nc3ccccc3[nH]2)cc1)c1ccc2ccccc2c1 | 41
Cc1cc(Cl)ccc1NC(=O)NC(C)(C)COC(=O)Nc1cccc(Cl)c1 | 56
Fc1cc(-c2n[nH]c(=S)n2/N=C/c2ccc(Cl)cc2Cl)c(Cl)cc1Cl | 120
COc1ccc([C@@H]2[C@@H](O)C(=O)N2c2cc(OC)c(OC)c(OC)c2)cc1F | -16*
O=C1Nc2ccc(Br)cc2/C1=N\N=C/c1cn(Cc2ccccc2)c2ccccc12 | 84
COC(OC)c1cccc([N+](=O)[O-])c1 | 102
Oc1cccc(/C=N/N=C2c3ccccc3-c3ccccc32)c1 | 90
O=C(CC1C(=O)N(C2CCCCC2)c2nc3ccccc3n21)Nc1ccc(Cl)cc1 (configuration not stated) | 89
COc1ccc(C(=O)/C=C/c2ccc(Cl)c(C(F)(F)F)c2)cc1S(N)(=O)=O | 6.1*
CC(=O)c1ccc(N=C2N=c3ccccc3=C/C2=C\c2c(O)[nH]c(=S)[nH]c2=O)cc1 | 99
Cn1cc(/C=C2\C(=O)N(CCCCCn3c4ccccc4c(=O)c4ccccc43)c3ccccc32)c2ccccc21 | 104
COc1ccc(/C=C\c2cc(OC)c(OC)c(OC)c2)c(NS(=O)(=O)c2ccc(F)cc2)c1O | 10
O=C(Nc1cccc2ccccc12)c1ccccc1O | 92
COc1cc(/C=C/C(=O)c2cc(NC(=O)c3ccc4cc(-c5cc(OC)c(OC)c(OC)c5)ccc4c3)ccc2O)cc(OC)c1OC | 87
O=S(=O)(Oc1ccc(-c2ccc3sccc3c2)cc1)c1ccc(F)cc1 | 97
COc1ccccc1N=Nc1ccccc1OC | 70
C[C@]12CC[C@@H]3c4ccc(O)c([N+](=O)[O-])c4CC[C@H]3[C@@H]1CC[C@@H]2O | 102
C=CCc1cc(Cl)ccc1NC(C(N)=O)c1ccccc1 (configuration not stated) | 98
O=[N+]([O-])c1ccc(N/N=C/c2cccc3ccccc23)nc1 | 26
C/C(=N\NC(=S)Nc1ccc(C)cc1)c1sc(Nc2cccc(Cl)c2)nc1C | 89

The list goes on (five carried over from the part before).
SMILES | HL-60(TB)
COc1ccccc1N=Nc1ccccc1OC | 70
C[C@]12CC[C@@H]3c4ccc(O)c([N+](=O)[O-])c4CC[C@H]3[C@@H]1CC[C@@H]2O | 102
C=CCc1cc(Cl)ccc1NC(C(N)=O)c1ccccc1 (configuration not stated) | 98
O=[N+]([O-])c1ccc(N/N=C/c2cccc3ccccc23)nc1 | 26
C/C(=N\NC(=S)Nc1ccc(C)cc1)c1sc(Nc2cccc(Cl)c2)nc1C | 89
S=c1[nH]c2ccc(Cl)cc2[nH]1 | 105
CCOC(=O)CC(C#N)(CC(=O)OCC)C(=O)OCC | 102
COc1cc(C(=O)N2CCN(C(=O)c3ccco3)CC2)c(N)cc1OCc1ccccc1 | 100
Nc1ccc(Cl)cc1 | 95
CC(NCCNC(C)c1cccnc1)c1cccnc1 (configuration not stated) | 75
c1ccc(C2CC(c3cccc(OCCCCOc4cccc(C5=NOC(c6ccccc6)C5)c4)c3)=NO2)cc1 (configuration not stated) | 110
Cc1cc(C2(c3cc(C)c(O)c(CN(CC(=O)O)CC(=O)O)c3)OC(=O)c3ccccc32)cc(CN(CC(=O)O)CC(=O)O)c1O | 91
O=C(Nc1ccc(Cl)cc1)OCCN(CCOC(=O)Nc1ccc(Cl)cc1)Cc1ccccc1 | 74
COc1ccc(C(=NN=C(N)N)c2ccc(OC)cc2)cc1 | 15
O=C(O)CCCN1C(=O)/C(=C/c2cnc(-c3ccccc3)s2)SC1=S | 54
O=C(O)c1ccc(-n2cc(C(=O)O)c(-c3ccccc3)n2)cc1 | 95
CS(=O)(=O)Nc1ccc([N+](=O)[O-])cc1Oc1ccccc1 | 93
CN(CCn1ccnc1[N+](=O)[O-])c1ccc(/C=C/C(=O)c2ccccc2O)cc1 | 66
CNC(=O)N1N=C(c2ccc(N)cc2)c2cc3c(cc2C(C)C1=O)OCO3 (configuration not stated) | 106
CCc1c(Nc2ccc(C)cc2)[nH]c(N)nc1=S | 100
COc1ccc(-c2cc(-c3nnc(SCC(=O)Nc4ccc(C(C)=O)cc4)o3)c3ccccc3n2)cc1 | 69
COC(=O)Cc1csc2ccccc12 | 65
Cn1c2c(sc1=O)CCC2 | 96
CC(C)=CCc1c2c(c(O)c3c1O[C@]14C(=C[C@@H]5C[C@H]1C(C)(C)O[C@@]4(C/C=C(/C)C(=O)O)C5=O)C3=O)CC(O)C(C)(C)O2 (some centres not stated) | -17*
CCOC(=O)C(C)(C)c1ccccc1 | 72
CN(C)C(=S)SSC(=S)N(C)C | 113
COC1=CC(c2ccc[nH]2)=N/C1=C\c1[nH]c(C)c(C(=O)CCCCC(=O)NCCSSCCNC(=O)CC[C@H](NC(=O)c2ccc(NCc3cnc4nc(N)[nH]c(=O)c4n3)cc2)C(=O)O)c1C | 98
COc1ccc(C2=NN(C(C)=O)C(c3ccc(Cl)cc3)C2)cc1S(=O)(=O)NNC(=O)c1ccncc1 (configuration not stated) | 92
CCn1c(=N)c(S(=O)(=O)c2ccccc2)cc2c(=O)n3ccccc3nc21 | 104
O=COCCCOCCCOc1ccccc1 | 123

Part of the list above, comma-delimited.
SMILES,HL-60(TB)
Nc1ccc(Cl)cc1,95
CC(NCCNC(C)c1cccnc1)c1cccnc1 (configuration not stated),75
c1ccc(C2CC(c3cccc(OCCCCOc4cccc(C5=NOC(c6ccccc6)C5)c4)c3)=NO2)cc1 (configuration not stated),110
Cc1cc(C2(c3cc(C)c(O)c(CN(CC(=O)O)CC(=O)O)c3)OC(=O)c3ccccc32)cc(CN(CC(=O)O)CC(=O)O)c1O,91

Four structures out of the list, sorted by length of the SMILES, ascending.
SMILES | HL-60(TB)
CCc1c(Nc2ccc(C)cc2)[nH]c(N)nc1=S | 100
O=C(O)c1ccc(-n2cc(C(=O)O)c(-c3ccccc3)n2)cc1 | 95
COc1cc(C(=O)N2CCN(C(=O)c3ccco3)CC2)c(N)cc1OCc1ccccc1 | 100
c1ccc(C2CC(c3cccc(OCCCCOc4cccc(C5=NOC(c6ccccc6)C5)c4)c3)=NO2)cc1 (configuration not stated) | 110

(list continues)
SMILES | HL-60(TB)
OCC1(O)OCC(O)C(O)C1O (configuration not stated) | 91
O=C(NS(=O)(=O)c1ccc(Cl)cc1)n1cc(-c2ccncc2)c(-c2ccc(Cl)c(O)c2)n1 | 53
CC(/C=C1\SC(=S)N(CCC(=O)NC(Cc2ccccc2)C(=O)O)C1=O)=C\c1ccccc1 (configuration not stated) | 95
CC(=O)CC(=O)N(c1ccccn1)c1ccccn1 | 92
O=C(O)C1CCCCCC1 | 82
COc1ccc(CNc2c3ccccc3nc3ccccc23)cc1 | 43
Cc1ccc(-c2cc(-c3ccccn3)n(-c3ncc(-c4ccccc4)s3)n2)cc1 | 114
COc1ccc(N2C(=O)C(=S)N(c3ccc(C)cc3)C2=O)cc1 | 100
O=C1/C(=C/c2ccc(OCc3ccc(Cl)cc3)cc2)N=C2SCCCN12 | 74
NC(=O)SCC(=O)Nc1ccc(C(=O)O)cc1 | 108
Cc1cc(Cl)nc(N2CCN(CC(=O)Nc3ccc4c(ccn4Cc4ccccc4)c3)CC2)n1 | 91
O=C1CSC(=S)N1/N=C/c1c[nH]c2ccc(Br)cc12 | 68
CCCCNC(=S)Nc1ccc(OCc2nc3ccccc3[nH]2)cc1 | 32
N#CCCN(CCC#N)CC(=O)O | 95
CSC1=Nc2c(c(C)c(-c3ccccc3)n2CCCCl)C2=NC(=O)CN12 | 27
CC(O)Cc1ccc2c(c1)OCO2 (configuration not stated) | 92
O=S(=O)(c1ccccc1)N1C=C/C(=C\Cn2cc(-c3ccc(Br)cc3)nn2)CC1 | 79
CCC(C)Oc1nc2c(c(=O)n(C)c(=O)n2C)n1C (configuration not stated) | 113
O=Nc1c(O)[nH]c2ccccc12 | 96
CC1CC=CCC1C1OCC(C)(C)CO1 (configuration not stated) | 92
CCN(CC)Cc1cc(Nc2nc(NC3CCC(N(C)C)CC3)c3ccccc3n2)ccc1OC (configuration not stated) | 69
Cc1ccc(Sc2nnc(/N=C3\C(=O)Nc4ccccc43)s2)cc1 | 96
CN1CCN(C(=O)Cn2c(-c3ccc(Cl)cc3)csc2=N)CC1 | 102
COC(=O)[C@H](NS(=O)(=O)N(c1ccc(F)cc1)C1CCN(C(=O)c2ccc(F)cc2)CC1)C(C)C | 74
Oc1c(Cl)cccc1Cc1cc(Cl)cc(Cl)c1O | 39
(cont.)
SMILES | HL-60(TB)
Nc1ccc(-c2nnc3n2N=CC(c2cc(=O)oc4ccccc24)S3)cc1 (configuration not stated) | 116
OCCNc1nc(Nc2ccc(Cl)cc2)nc(Nc2ccc(C3=NN(c4cc(Cl)cc(Cl)c4)C(c4ccc(F)cc4)C3)cc2)n1 (configuration not stated) | 106
COC(=O)C(c1ccccc1)C(Br)C(=O)c1ccccc1 (configuration not stated) | 68
Cc1ccc[n+](CCCC[n+]2cccc(C)c2)c1 | 116
O=S(=O)(NCCCl)c1cc(Cl)c(Cl)cc1Cl | 113
CC(=O)[C@@]1(O)[C@H](C)C[C@H]2[C@@H]3C=C(C)C4=Cc5c(cnn5-c5ccccc5)C[C@]4(C)[C@H]3[C@@H](O)C[C@@]21C | -16*
CC(=O)Nc1c(Cl)c(Cl)c2c(c1Cl)Cc1cc(Cl)ccc1-2 | 78
NC(=S)CCNC(=O)c1ccccc1 | 105
O=C1C(Nc2ccccc2)=CC(c2ccccc2)N1c1ccccc1 (configuration not stated) | 103
CC(C)Cc1ccc(C(C)C(=O)NCc2ccccc2)cc1 (configuration not stated) | 84
CCCCCCCCCN(CCCCCCCCC)C(C)C(=O)c1ccc2cc(Br)c3ccccc3c2c1 (configuration not stated) | 102
CCCCCCNC(=O)N/C=C(/C#N)C(N)=O | 102
CSc1ccc2c(c1)C(N1CCN(C)CC1)Cc1ccccc1S2 (configuration not stated) | 53
CCCCOC(=O)c1ccccc1OC | 106
Cc1cccc(N=NC(=S)NNc2cccc(C)c2)c1 | 101
CN1c2ccccc2Sc2cc(/C=N/Nc3cccc(Br)c3)ccc21 | 67
COc1ccc(-c2ccnc3c(N=Nc4ccc(S(N)(=O)=O)cc4)c(N)nn23)cc1 | 102
CN1CCN(Cc2ccc(NC(=O)c3cncc(C#Cc4ncc5ccccn45)c3)cc2C(F)(F)F)CC1 | -3.9*
O=C1NC(=O)C2(CCCCCCC2)N1 | 104
CCN(CC)c1nc(SCc2ccccc2Cl)ncc1C | 90
O=C(O)/C=C\C(=O)Nc1cccc2c1-c1ccccc1C2 | 93

Taken from above.
In HL-60(TB), O=C1CSC(=S)N1/N=C/c1c[nH]c2ccc(Br)cc12 has 68
In HL-60(TB), Cc1nn(-c2ccccc2)c2c1[C@@H](C)[C@H]1CC3(CC4(C)C[C@@H]3C1(C)c1c(C)nn(-c3ccccc3)c1N4C)N2C (some centres not stated) has 20
In HL-60(TB), C=CCc1cc(Cl)ccc1NC(C(N)=O)c1ccccc1 (configuration not stated) has 98
In HL-60(TB), COC(OC)c1cccc([N+](=O)[O-])c1 has 102
